# PRC2 inh: blocks human EZH2/PRC2 H3K27 methylation; DELFIA TRF, 1 h; inhibition, % at 12.5 µM; actives 0.35% (n = 57,000);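 active means mean inhibition of replicates at least 50% and every single replicate also reaching 50%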;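 further: dimethyl H3K27 on biotinylated H3 21-44 peptide detected by antibody; plate controls were median neutral control wells for no effect and median positive control wells for full effect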
# IDH1 mut inh: blocks human IDH1 R132H reductase activity; O75874; diaphorase/resazurin fluorescence, 60 min; inhibition, % at 10 µM; actives 0.18% (n = 70,000); in the data active means inhibition above about 34%;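 further: 0% = DMSO and 100% = no enzyme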
# Target sequence (O75874 whole entry R132H): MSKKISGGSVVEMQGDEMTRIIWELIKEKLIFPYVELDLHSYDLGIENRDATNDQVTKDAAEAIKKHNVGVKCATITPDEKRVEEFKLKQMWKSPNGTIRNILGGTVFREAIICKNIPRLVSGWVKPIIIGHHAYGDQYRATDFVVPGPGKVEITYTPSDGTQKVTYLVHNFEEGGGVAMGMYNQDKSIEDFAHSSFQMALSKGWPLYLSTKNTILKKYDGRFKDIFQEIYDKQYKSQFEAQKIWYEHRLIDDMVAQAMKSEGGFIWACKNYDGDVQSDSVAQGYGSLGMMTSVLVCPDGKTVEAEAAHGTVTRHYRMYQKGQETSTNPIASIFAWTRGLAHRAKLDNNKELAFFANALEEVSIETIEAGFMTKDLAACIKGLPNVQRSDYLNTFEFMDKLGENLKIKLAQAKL
# The depositor's hits bear a star; / = not tested or not shown. These rows are one share of the data; count on the stated rates, not on these rows.
# Second line of a record: IDH1 mut inh, PRC2 inh
C/C=C/c1cnc2c(c1)C(=O)N([C@@H](C)CO)C[C@@H](C)[C@H](CN(C)Cc1cncnc1)O2
 : -0.6, 7
C[C@@H]1CN([C@@H](C)CO)C(=O)Cc2cc(NC(=O)Cc3ccccc3)ccc2O[C@H]1CN(C)Cc1ccncc1
 : 0.2, /
CC(Sc1nc2ccccc2c(=O)[nH]1)C(=O)Nc1cccc(Cl)c1 (stereo unspecified)
 : -0.5, 18
COC(=O)c1ccccc1NC(=O)CNC(=O)c1ccc(OC)c(OC)c1
 : 0.0, 3
O=C(Nc1ccccc1F)N[C@H]1CC[C@H](CCNS(=O)(=O)c2ccc(F)cc2)O[C@H]1CO
 : 7.8, 0
CO[C@H]1CN(C)C(=O)c2ccc(NC(=O)Nc3cc(Cl)cc(Cl)c3)cc2OC[C@@H](C)NC[C@@H]1C
 : 0.1, -26
C[C@@H]1CCCCO[C@@H](CN(C)C(=O)CCC(F)(F)F)[C@@H](C)CN([C@H](C)CO)C(=O)c2cc(NC(=O)Nc3ccc4c(c3)OCO4)ccc2O1
 : 0.0, /
C[C@@H]1CN([C@H](C)CO)C(=O)c2cc(C#CC3(O)CCCC3)cnc2O[C@H]1CN(C)S(=O)(=O)c1cccc(F)c1
 : /, 15
C[C@@H]1CCCCO[C@H](CN(C)C(=O)C2CCCCC2)[C@@H](C)CN([C@H](C)CO)C(=O)c2cc(NC(=O)Nc3cccc4ccccc34)ccc2O1
 : -0.7, /
C[C@@H]1CN([C@@H](C)CO)C(=O)Cc2cc(NC(=O)CCC(F)(F)F)ccc2O[C@@H]1CN(C)Cc1ccc(C(=O)Nc2ccccc2N)cc1
 : 0.3, /
CC(C)(C)NC(=O)C(COCc1ccccc1)OC(=O)c1ccccc1 (stereo unspecified)
 : /, 11
O=C(C[C@H]1C[C@@H]2c3cc(NC(=O)Nc4ccc(C(F)(F)F)cc4)ccc3O[C@@H]2[C@@H](CO)O1)NCc1cc(F)ccc1F
 : -0.1, -4
CCn1c(SCC(=O)Nc2cccc3ccccc23)nnc1-c1ccc(Cl)c(Cl)c1
 : 0.0, -6
C[C@H](CO)N1C[C@H](C)[C@@H](CN(C)Cc2ccc(-c3ccccc3)cc2)Oc2ccc(N(C)C)cc2C1=O
 : -1.3, 4
C/C=C/c1ccc2c(c1)O[C@@H](CN(C)Cc1cccnc1)[C@@H](C)CN([C@H](C)CO)S2(=O)=O
 : 11, 6

# Next part (5 carried over from the part before).
# Second line of a record: IDH1 mut inh, PRC2 inh
CC(C)(C)NC(=O)C(COCc1ccccc1)OC(=O)c1ccccc1 (stereo unspecified)
 : /, 11
O=C(C[C@H]1C[C@@H]2c3cc(NC(=O)Nc4ccc(C(F)(F)F)cc4)ccc3O[C@@H]2[C@@H](CO)O1)NCc1cc(F)ccc1F
 : -0.1, -4
CCn1c(SCC(=O)Nc2cccc3ccccc23)nnc1-c1ccc(Cl)c(Cl)c1
 : 0.0, -6
C[C@H](CO)N1C[C@H](C)[C@@H](CN(C)Cc2ccc(-c3ccccc3)cc2)Oc2ccc(N(C)C)cc2C1=O
 : -1.3, 4
C/C=C/c1ccc2c(c1)O[C@@H](CN(C)Cc1cccnc1)[C@@H](C)CN([C@H](C)CO)S2(=O)=O
 : 11, 6
C[C@@H]1CN([C@@H](C)CO)C(=O)c2cc(NC(=O)C3CCCCC3)ccc2O[C@@H]1CN(C)C(=O)NC1CCCCC1
 : /, 4
C[C@H]1CN([C@@H](C)CO)C(=O)c2cccc(NC(=O)Nc3ccc4c(c3)OCO4)c2O[C@@H]1CN(C)S(=O)(=O)c1cn(C)cn1
 : -0.5, /
OC[C@H]1O[C@@H](OCCc2ccc(O)cc2)[C@H](O)[C@@H](O)[C@@H]1O
 : -0.3, /
C[C@H]1CN([C@@H](C)CO)S(=O)(=O)c2ccc(Br)cc2O[C@@H]1CN(C)C(=O)CC1CC1
 : -1.1, -13
O=C(C[C@@H]1CC[C@H](NS(=O)(=O)c2cccc(F)c2)[C@H](CO)O1)NCc1ccc2c(c1)OCO2
 : 0.1, 4
O=C(Nc1ccccc1C(=O)O)c1cccc(S(=O)(=O)Nc2ccccc2F)c1
 : -1.2, -9
C[C@H]1CN([C@@H](C)CO)C(=O)Cc2cc(NS(=O)(=O)c3ccc(F)cc3)ccc2O[C@@H]1CN(C)Cc1ccc(Cl)c(Cl)c1
 : 0.4, /
CN1CCN(Cc2nc(N)nc(Nc3ccccc3)n2)CC1
 : 1.4, 17
Cc1noc(C)c1NC(=O)Nc1cccc2c1O[C@@H](CN(C)C(=O)Nc1cccc3ccccc13)[C@H](C)CN([C@@H](C)CO)C2=O
 : -0.5, /
C[C@@H]1CN([C@@H](C)CO)C(=O)c2cc(C#Cc3ccccn3)cnc2O[C@@H]1CN(C)Cc1ccccc1
 : -0.1, 2
CC1CCN=C(N)S1 (stereo unspecified)
 : -0.3, /
Cc1ccccc1/C=N/NC(=O)c1ccccn1
 : 0.2, 11
COc1cccc(-c2ccc3c(c2)O[C@@H](CN(C)C(=O)C2CCC2)[C@@H](C)CN([C@@H](C)CO)S3(=O)=O)c1
 : /, -5
C[C@@H]1CN([C@@H](C)CO)C(=O)c2cc(NC(=O)NC3CCCCC3)ccc2O[C@H]1CN(C)C(=O)Nc1ccc2c(c1)OCO2
 : 0.0, /
COc1ccc(C)cc1S(=O)(=O)N(C)CC(=O)N1CCN(c2ccccc2F)CC1
 : 0.2, 12
O=C(C[C@@H]1C=C[C@H](NS(=O)(=O)c2ccc(F)cc2)[C@@H](CO)O1)N1CCC(Cc2ccccc2)CC1
 : -0.3, -2
COc1ccc(NC(=O)N(C)C[C@H]2Oc3c(NC(=O)c4cc(C)nn4C)cccc3C(=O)N([C@H](C)CO)C[C@H]2C)cc1
 : /, -3
O=C(CSc1nccc(=O)[nH]1)N1CCc2ccccc21
 : 0.1, -12
Cc1ccc(S(=O)(=O)Nc2cccc3c2O[C@H](CN(C)C(=O)NC(C)C)[C@H](C)CN([C@H](C)CO)C3=O)cc1
 : /, 8
C[C@H]1CN([C@@H](C)CO)C(=O)Cc2cc(NC(=O)CCCCCC(=O)Nc3ccccc3N)ccc2O[C@@H]1CN(C)Cc1ccncc1
 : 0.3, 0
O=C(N[C@H]1CC[C@@H](CCNC(=O)c2ccccc2F)O[C@H]1CO)c1cnccn1
 : 0.6, -10
CCn1c(C(=O)O)c(CC(=O)Nc2ccccc2F)c2ccccc21
 : 0.4, -1
O=C(CCCCCC(=O)N/N=C/C1=CCCCC1)NO
 : -0.3, 4
C[C@H]1CN([C@@H](C)CO)C(=O)c2cc(C#Cc3ccccc3F)cnc2O[C@@H]1CN(C)C(=O)C1CCOCC1
 : -0.4, /
C[C@@H]1CN([C@H](C)CO)C(=O)c2cc(C#C[C@@H](C)O)cnc2O[C@H]1CN(C)Cc1cccc(F)c1
 : -1.8, 9
CCn1c(SCC(=O)Nc2ccc(Br)c(Cl)c2)nnc1-c1ccccc1O
 : 0.0, 1
CCCN(C)C[C@@H]1Oc2cc(C#Cc3cccc(F)c3)ccc2S(=O)(=O)N([C@H](C)CO)C[C@@H]1C
 : 0.4, -13
O=C(C[C@@H]1CC[C@@H](NC(=O)Nc2cc(F)ccc2F)[C@@H](CO)O1)NCc1ccccn1
 : 0.5, -4
C/C=C/c1ccc2c(c1)O[C@@H](CN(C)C(=O)CN(C)C)[C@@H](C)CN([C@@H](C)CO)S2(=O)=O
 : 0.2, -29
C[C@H](O)C#Cc1ccc2c(c1)O[C@@H](CN(C)C(=O)c1ccccc1)[C@H](C)CN([C@H](C)CO)S2(=O)=O
 : /, -3
O=C(Cn1cnc2sc(-c3ccccc3)cc2c1=O)Nc1ccc(F)c(Cl)c1
 : -0.4, -4
C[C@@H]1CN([C@@H](C)CO)C(=O)c2cc(NC(=O)Cn3cnnn3)ccc2O[C@@H]1CN(C)S(=O)(=O)c1ccc(Cl)cc1
 : 14, /
COCC(=O)N(C)C[C@H]1Oc2ncc(C#Cc3ccc(F)cc3)cc2C(=O)N([C@@H](C)CO)C[C@H]1C
 : -0.4, -9
COc1ccc(NC(=O)N(C)C[C@H]2Oc3c(NC(=O)Nc4ccccc4)cccc3C(=O)N([C@H](C)CO)C[C@H]2C)cc1
 : /, -4
Cc1noc(C)c1NC(=O)N(C)C[C@H]1Oc2ncc(C#CC3CCCCC3)cc2C(=O)N([C@@H](C)CO)C[C@@H]1C
 : -0.1, -22
COc1ccc(CN(C)C[C@H]2OCCCC[C@@H](C)Oc3ccc(NC(=O)NC4CCCCC4)cc3C(=O)N([C@@H](C)CO)C[C@@H]2C)cc1
 : 1.1, /
C[C@@H]1CN([C@H](C)CO)C(=O)c2cc(C#Cc3cccc(F)c3)cnc2O[C@H]1CN(C)C(=O)C1CCC1
 : -0.4, /
COc1cccc(CNC(=O)C[C@H]2CC[C@H](NS(=O)(=O)c3ccccc3OC)[C@@H](CO)O2)c1
 : 0.5, 7
CO[C@H]1CN(C)C(=O)c2ccc(NC(=O)c3cccc(Oc4ccccc4)c3)cc2OC[C@@H](C)NC[C@H]1C
 : 0.1, -17
CC(C)C[C@H](NC(=O)[C@@H](O)[C@H](N)Cc1ccccc1)C(=O)O
 : 0.2, 10
C[C@@H]1CCCCO[C@@H](CN(C)CC2CC2)[C@@H](C)CN([C@H](C)CO)C(=O)c2cc(NS(=O)(=O)c3ccc(Cl)cc3)ccc2O1
 : 3.0, /
C[C@@H]1CN([C@H](C)CO)S(=O)(=O)c2ccc(-c3ccncc3)cc2O[C@@H]1CN(C)C(=O)Nc1ccc(F)cc1
 : /, -18
C[C@@H]1CN([C@@H](C)CO)C(=O)c2cc(C#Cc3cccc(F)c3)cnc2O[C@H]1CN(C)CC1CCCC1
 : 0.1, /
C[C@H]1CN([C@@H](C)CO)C(=O)c2cc(-c3ccccc3F)cnc2O[C@@H]1CN(C)C(=O)C1CC1
 : -0.2, 10
CCN1CCCC1CNC(=O)C(NC(=O)c1ccc(C23CC4CC(CC(C4)C2)C3)cc1)C(C)C (stereo unspecified)
 : 0.4, -4
O=C(CC1CC1)N[C@@H]1CC[C@H](CCNS(=O)(=O)c2ccc(Cl)cc2)O[C@@H]1CO
 : 0.2, 4
COc1ccc(S(=O)(=O)N2CCN(Cc3cccc(OCCO)c3)CC2)cc1
 : /, 1
COc1cccc(-c2ccc3c(c2)O[C@@H](CN(C)C(=O)C2CCOCC2)[C@H](C)CN([C@@H](C)CO)S3(=O)=O)c1
 : -0.9, 4
C[C@@H]1CCCCO[C@H](CN(C)Cc2ccccc2)[C@@H](C)CN([C@H](C)CO)C(=O)c2cc(N(C)C)ccc2O1
 : 1.2, -3
C[C@@H]1CCCCO[C@@H](CN(C)Cc2ccncc2)[C@H](C)CN([C@@H](C)CO)C(=O)c2cc(NC(=O)Nc3ccc(C(F)(F)F)cc3)ccc2O1
 : 0.6, /
C[C@@H]1CCCCO[C@H](CN(C)Cc2ccncc2)[C@@H](C)CN([C@@H](C)CO)C(=O)c2cc(NC(=O)c3ccccc3)ccc2O1
 : /, 9
C[C@@H]1CN([C@H](C)CO)C(=O)c2cccc(NC(=O)NC3CCCCC3)c2O[C@@H]1CN(C)C(=O)Nc1ccc(F)cc1
 : -0.5, -5
COc1ccc(C#Cc2cnc3c(c2)C(=O)N([C@@H](C)CO)C[C@@H](C)[C@H](CN(C)C(=O)CN(C)C)O3)cc1
 : -7.7, -28
C[C@@H]1CN([C@@H](C)CO)C(=O)c2cc(NC(=O)Nc3cccc4ccccc34)ccc2O[C@@H](C)CCCCO[C@H]1CN(C)Cc1ccccc1
 : 0.2, /
C[C@@H]1CN([C@H](C)CO)C(=O)c2cc(C#CC3(O)CCCC3)cnc2O[C@H]1CN(C)C(=O)Cc1ccncc1
 : 0.2, 14
CC(C)(C)NC(=O)[C@H]1CC[C@H]2[C@@H]3CC[C@H]4NC(=O)C=C[C@]4(C)[C@H]3CC[C@]12C
 : -1.2, 13
CO[C@H]1CN(C)C(=O)c2cc(NS(=O)(=O)c3ccc(C)cc3)ccc2OC[C@@H](C)NC[C@H]1C
 : 0.4, -3
C[C@H](CO)N1C[C@H](C)[C@H](CN(C)Cc2ccc(Cl)c(Cl)c2)Oc2c(NC(=O)c3ccncc3)cccc2C1=O
 : -0.3, 14
C[C@H](NC(=O)C[C@H]1C=C[C@H](NC(=O)C2CCOCC2)[C@@H](CO)O1)c1ccccc1
 : 0.2, 12
COc1ccccc1S(=O)(=O)N[C@@H]1C=C[C@H](CC(=O)NCc2cccc(F)c2)O[C@H]1CO
 : 0.2, 1

# (cont.)
# Second line of a record: IDH1 mut inh, PRC2 inh
COc1cccc(-c2cnc3c(c2)C(=O)N([C@H](C)CO)C[C@H](C)[C@H](CN(C)C(=O)Nc2cccc4ccccc24)O3)c1
 : -0.4, /
CC(C)(C)OC(=O)N1CCC[C@H]1/C=N/NC(=O)CCCCC(=O)NO
 : /, -13
CC(C)NC(=O)N(C)C[C@@H]1Oc2ccc(NC(=O)Nc3ccccc3)cc2C(=O)N([C@@H](C)CO)C[C@@H]1C
 : 2.6, -2
C[C@@H]1CN([C@H](C)CO)C(=O)c2cc(NS(=O)(=O)c3ccc(F)cc3)ccc2O[C@@H](C)CCCCO[C@@H]1CN(C)C(=O)Cc1ccccc1
 : 0.4, /
Cc1noc(C)c1NC(=O)Nc1ccc2c(c1)CC(=O)N([C@@H](C)CO)C[C@H](C)[C@H](CN(C)S(C)(=O)=O)O2
 : 2.0, /
C[C@@H]1CCCCO[C@H](CN(C)S(=O)(=O)c2ccc(F)cc2)[C@@H](C)CN([C@H](C)CO)C(=O)c2cc(NC(=O)Nc3ccc4c(c3)OCO4)ccc2O1
 : -1.2, /

# Among those listed so far, these have a tert-butyl group.
# Second line of a record: IDH1 mut inh, PRC2 inh
CC(C)(C)NC(=O)C(COCc1ccccc1)OC(=O)c1ccccc1 (stereo unspecified)
 : /, 11
CC(C)(C)NC(=O)[C@H]1CC[C@H]2[C@@H]3CC[C@H]4NC(=O)C=C[C@]4(C)[C@H]3CC[C@]12C
 : -1.2, 13
CC(C)(C)OC(=O)N1CCC[C@H]1/C=N/NC(=O)CCCCC(=O)NO
 : /, -13
